# Giardia kill – kills Giardia lamblia | Giardia lamblia trophozoite viability | activity change, % at 7.66 µM, hits read low | 340,000 compounds, 0.15% hits; in the data active = activity change below about -80%; inconclusive = between about -30% and that limit;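 note: parasites exposed to compound for two days anaerobically before the ATP read; % is set by controls: 0 for no effect and ±100 for the full control effect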
#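 Each well holds 100 Giardia trophozoites and compound. After two days (48 hrs) at 37 deg C in anaerobic conditions, ATP is quantified by luminescence.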
# B2AR arrestin – beta2AR (human) beta-arrestin recruitment activity | P07550 | beta-arrestin recruitment to beta2AR, cell-based reporter | Potency, µM (titrated, usually from 46.1 µM), inactives show at the highest dose activation, usual class: activators | 330,000 compounds, 0.02% hits;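 note: potency is the fitted concentration of half-maximal effect; 0% = DMSO controls and full agonism = EC100 isoproterenol or metaproterenol; nearly all actives have a fitted effect of over 65% in size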
# GALK inhibitor – inhibitors of human galactokinase; P51570; Purified GALK, Kinase-Glo residual ATP luminescence; Potency, µM (top dose mostly 57.5 µM), inactives show top-dose activity change, negative = inhibition, hits mostly inhibitors; 270,000 compounds, 0.007% hits; note: potency is the fitted concentration of half-maximal effect; % is set by controls: 0 for no effect and ±100 for the full control effect
# Target sequence (P51570 whole entry, looked up): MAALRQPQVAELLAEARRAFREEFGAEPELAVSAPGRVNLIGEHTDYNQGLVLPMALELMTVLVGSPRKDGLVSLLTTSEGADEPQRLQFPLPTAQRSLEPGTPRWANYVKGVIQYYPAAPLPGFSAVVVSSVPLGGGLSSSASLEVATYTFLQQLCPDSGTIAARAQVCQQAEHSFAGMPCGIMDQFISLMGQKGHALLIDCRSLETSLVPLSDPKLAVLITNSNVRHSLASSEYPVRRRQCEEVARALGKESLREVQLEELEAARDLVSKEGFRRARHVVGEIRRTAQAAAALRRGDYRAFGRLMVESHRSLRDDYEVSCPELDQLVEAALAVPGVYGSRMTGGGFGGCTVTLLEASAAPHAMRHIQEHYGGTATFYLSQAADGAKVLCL
#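 5 nM enzyme, 35 uM ATP, 100 uM galactose, 20 mM HEPES pH8.0, 5 mM MgCl2; 1 h RT; residual ATP by Kinase-Glo Plus luminescence, qHTS format.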
# PTAP TSG101 blk – blocks PTAP/TSG101 interaction to inhibit HIV-1 budding; Q99816; Fluorescence polarization, FITC-PTAP peptide / Tsg101 binding; Potency, µM (top dose mostly 115 µM), for the others: top-dose activity change, negative = inhibition, usual class: inhibitors; 340,000 tested, under 10 active; AID 493005; active = well fitted inhibition curve with a large enough effect in the main read-out, with a control signal flat, not every such curve was filed as active; inconclusive = small, poorly fitted or top-dose-only effect, or effect the other way, or a change in a side signal; inactive = no such curve, though single readings can be large or run the other way; note: potency is the fitted concentration of half-maximal effect; % of control where 0% means no effect
#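 Tsg101 binding domain (10 uM final) was mixed with compound and a FITC-labeled PTAP peptide (50 nM final) in HEPES pH 7.5 buffer with NaCl, Tween 20, EDTA and TCEP; fluorescence polarization was read after 20 min at r.t.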
# PKM2 activator – increases activity of human pyruvate kinase M2; P14618; purified PKM2, Kinase-Glo ATP luminescence, activation; response scale: 0% is enzyme alone, no compound; Potency, µM (top dose mostly 57.5 µM), for inactives: top-dose activation, usual class: activators; 260,000 compounds, 0.34% hits; AID 1631; note: potency is the fitted concentration of half-maximal effect; % is set by controls: 0 for no effect and ±100 for the full control effect; nearly all actives have a fitted effect of over 55% in size
#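 Kinase-Glo luminescence reports ATP generated from ADP (0.1 mM) and PEP (0.5 mM) by purified hPK-M2 after 1 h at room temperature, pH 7.2 imidazole buffer; intermediate enzyme activity allows detecting inhibitors and activators.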
# S-ASM inh – blocks human secretory acid sphingomyelinase. placental ASM, HMU-PC fluorogenic substrate, 60 min. Potency, µM (doses to about 57.5 µM), for the others: at the top dose activity change, negative = inhibition, hits mostly inhibitors. 340,000 compounds, 0.006% hits; note: potency is the fitted concentration of half-maximal effect
# Target sequence (P17405 47-631 limits assumed): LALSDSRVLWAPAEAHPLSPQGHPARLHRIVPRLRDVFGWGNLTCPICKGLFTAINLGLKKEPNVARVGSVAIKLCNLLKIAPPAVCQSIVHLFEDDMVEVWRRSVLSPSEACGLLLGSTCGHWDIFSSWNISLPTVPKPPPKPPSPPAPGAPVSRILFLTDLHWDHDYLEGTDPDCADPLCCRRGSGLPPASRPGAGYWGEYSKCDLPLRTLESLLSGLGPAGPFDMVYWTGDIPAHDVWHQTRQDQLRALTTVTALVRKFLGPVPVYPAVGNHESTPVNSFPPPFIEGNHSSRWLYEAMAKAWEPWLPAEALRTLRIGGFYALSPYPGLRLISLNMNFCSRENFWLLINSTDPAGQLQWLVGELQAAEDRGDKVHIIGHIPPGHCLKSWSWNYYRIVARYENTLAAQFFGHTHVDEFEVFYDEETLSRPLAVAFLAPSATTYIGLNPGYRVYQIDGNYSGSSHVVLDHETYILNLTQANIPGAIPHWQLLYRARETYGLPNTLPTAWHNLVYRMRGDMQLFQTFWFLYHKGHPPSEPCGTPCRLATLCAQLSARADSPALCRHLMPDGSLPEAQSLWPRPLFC
#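 Steps: dispense placental human ASM, pin compound, wait 10 min at room temperature, add HMU-PC0 substrate at 9 uM final, incubate 60 min at 37 °C, add stop solution raising pH to 10, read fluorescence.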
# BCR signal inh – inhibitors of chronic active B-cell receptor signaling; ABC-DLBCL IkBa-CBG/CBR reporter, luminescence ratio, 4 h; Potency, µM (series often up to 46.1 µM), for inactives: top-dose ratio change, negative = lower green/red ratio, hits mostly inhibitors; 340,000 compounds, 0.05% hits; AID 493014; active = well fitted inhibition curve with a large enough effect in the signal ratio, with a control signal flat, not every such curve was filed as active; inconclusive = small, poorly fitted or top-dose-only effect, or effect the other way, or a change in a side signal; the % refers to the signal ratio;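 note: potency is the fitted concentration of half-maximal effect; plate controls were basal doxycycline-induced cells for no effect and cells given 10 µM MG132 for full effect; MG132 reads +100%, hits lower the ratio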
#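 Concentration-response series (up to 46 uM) were applied to TMD8 dual-reporter cells for 4 h at 37C with doxycycline. Green/red ratio, after filter-overlap correction, defined %Activity; red signal alone was normalised to basal cells and zero luminescence.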
# Tb PFK block – blocks T. brucei phosphofructokinase | T. brucei PFK, ADP-Glo luminescence | Potency, µM (top dose mostly 57.5 µM), inactives show top-dose activity, negative = inhibition, hits mostly inhibitors | 330,000 compounds, 0.17% hits;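 note: potency is the fitted concentration of half-maximal effect; 0% = uninhibited 1x PFK enzyme wells and -100% = no-enzyme wells; nearly all actives have a fitted effect of over 60% in size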
#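 PFK 1.25 nM, F6P 0.5 mM, ATP 0.1 mM, 0.1 M TEA pH 8.0, 5 mM MgCl2, 0.01% Tween20, 0.1% BSA; 45 min RT. ADP-Glo readout. qHTS titration up to 57 uM; curves fitted, compounds curve-classed.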
# FBPA coupling cs – counter-screen for Giardia aldolase inhibitors: coupling enzyme system; coupling enzyme system counterscreen, AmpLite Red fluorescence; activity change, negative = inhibition, % at 58.2 µM, hits read low; 290,000 compounds, 0.67% hits; AID 2472; in the data active = activity change below about -30%; note: % is set by controls: 0 for no effect and ±100 for the full control effect
#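 Fluorescence at 525 nm excitation and 598 nm emission measured inhibition of the coupled detection system without aldolase. Compounds (at 57.5 uM final) were preincubated 10 min at room temperature with coupling enzyme reagent before a 20 min substrate/AmpLite Red step.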
# Menin MLL FP TR – menin-MLL binding inhibition, Texas Red mutant peptide. O00255. Menin + Texas Red MLL mutant peptide, fluorescence polarization. Potency, µM (highest dose often 61.6 µM), without a hit: at the top dose FP activity change, negative = inhibition, actives largely listed as inhibitors. 270,000 compounds, 0.23% hits; active = well fitted inhibition curve with a large enough effect in the polarisation, with a control signal flat, not every such curve was filed as active; inconclusive = small, poorly fitted or top-dose-only effect, or effect the other way, or a change in a side signal; inactive = no such curve, though single readings can be large or run the other way; the % refers to the polarisation; note: potency is the fitted concentration of half-maximal effect; % of control where 0% means no effect; many of its hits are not listed in these tables
# Integrin act MD – activators of alpha7 integrin expression for muscular dystrophy | 350,000 compounds, 0.064% hits | alpha7betagal myoblasts, beta-gal FDG fluorescence, 48 h | Potency, µM (series often up to 38.3 µM), inactives show top-dose activation, most hits filed as activators;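 note: potency is the fitted concentration of half-maximal effect; 100% = response of the positive control SU9516; nearly all actives have a fitted effect of over 60% in size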
#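 alpha7betagal+/- myoblasts (passage 13, 250/well) treated 48 h at 37C with compounds at 1:260 dilution of DMSO stock. Lysed, then beta-galactosidase activity read as FDG fluorescence (ex 480/em 540) after 30 min, with pre-read for autofluorescence.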
# * hit, by the source's call; ? = inconclusive; nt = no result given; & = joins results of further samples; [ ] = another dose, or the depositor's remark. Unless noted, calls come from the whole dose curve; as a rule, active = well fitted curve in the direction sought with a large enough effect; inconclusive = small, poorly fitted or top-dose-only effect, or another doubt; inactive = no such curve, though single readings can be large; an effect the other way counts as inactive or inconclusive.
SMILES,Giardia kill,B2AR arrestin,GALK inhibitor,PTAP TSG101 blk,PKM2 activator,S-ASM inh,BCR signal inh,Tb PFK block,FBPA coupling cs,Menin MLL FP TR,Integrin act MD
CN(C)S(=O)(=O)c1cccc(NC(=O)Cn2cc(C(F)(F)F)cc(Cl)c2=O)c1,?,0.0%,7.9%,-2.0%,-7.2%,-1.5%,-6.8%,1.7%,-1.2,2.1%,?
CCOc1nc(Nc2ccccc2F)nc(OCC)n1,-7.1,0.4%,-4.4%,-5.5%,-13.3%[11.5 µM],1.4%,?,1.2%,-1.5,-2.3%,0.0%
Cc1c(C(=O)c2ccc(Br)cc2)c(=O)n(C)c(=O)n1C,4.9,0.0%,9.5%,-0.9%,0.0%,5.6%,5.1%,1.3%,2.6,-27.3%,14.3%
O=C(COC(=O)C1CC1)Nc1ccc(Oc2ccccc2)cc1,17.2,0.2%,0.7%,0.6%,0.4%,-1.6%,?,-0.8%,0.4,9.9%,15.4%
Cc1ccc(NC(=O)Cc2ccsc2)cc1Cl,-17.6,-0.7%,-2.2%,-4.2%,nt,-1.7%,?,-6.3%,-0.4,18.3%,1.0%
COc1ccc(C(=O)CCNc2ccc(C)c(Cl)c2)cc1,2.3,-0.1%,-1.5%,-3.2%,0.3%,10.2%,-0.9%,0.7%,3.1,-11.3%,20.8%
CCOC(=O)C1=CN(Cc2ccc(Br)cc2)S(=O)(=O)NC1C (centres undefined),-2.7,-0.1%,nt,-0.5%,nt,-5.8%,-1.2%,1.4%,nt,nt,21.2%
O=C(Nc1cccc(C(F)(F)F)c1)C12CC3CC(CC(C3)C1)C2,-2.9,-1.0%,-3.0%,-3.0%,-25.5%,-4.2%,2.4%,-4.7%,-0.9,0.2%,9.8%
COC(=O)[C@@]12CCCCN1[C@H](c1ccc(-c3ccc(F)cc3)c(OC)c1)[C@H]1C(=O)N(C)C(=O)[C@H]12,-3.9,-0.4%,nt,-0.7%,nt,-17.0%,-0.9%,-0.7%,nt,nt,1.8%
COc1ccccc1NC(=O)Cc1coc2cc(C)ccc12,12.1,-0.1%,0.1%,-6.5%,-3.5%,-0.7%,?,4.7%,-0.2,-5.8%,0.0%
O=C(c1ccc(S(=O)(=O)N2CCCCC2)cc1)N1CCc2ccccc2C1,-23.3,0.0%,5.1%,-1.4%,-3.4%,-2.1%,1.6%,0.2%,1.9,?,-79.0%[inhibitor]
CCOC(O)[C@H]1N[C@@H](c2ccc(Cl)cc2)[C@@H]([N+](=O)[O-])[C@@H]1c1ccccc1 (some centres undefined),-23.8,4.1%,1.8%,-4.7%,6.3%,-0.1%,3.6%,-4.2%,1.2,1.3%,21.0%
Nn1c(SCC(=O)Nc2ccccc2F)nnc1-c1cccnc1,7.6,-0.3%,-0.2%,1.5%,-1.4%,0.5%,1.9%,-2.8%,-2.2,2.1%,4.3%[7.66 µM]
CCS(=O)(=O)c1nc(S(=O)(=O)c2ccc(Cl)cc2)c(N2CCN(C)CC2)s1,-4.8,-0.4%,0.6%,-5.0%,nt,-2.8%,-3.1%,-20.5%,nt,nt,-45.0%
CN(C)/C=N/C(=S)Nc1ccc(Cl)cc1,2.3,0.1%,-2.5%,0.7%,0.3%,-1.6%,?,-1.3%,0.6,4.6%,5.4%
CC(CN1C(C)CCCC1C)OC(=O)c1ccccc1F (centres undefined),-18.5,0.3%,1.6%,-2.8%,nt,-1.5%,2.8%,10.4%,1.5,5.1%,0.0%
CCOC(=O)C1=C(C)N=C2c3ccccc3C(=O)C2C1c1ccc(C)cc1 (centres undefined),-5.8,0.3%,nt,-4.6%,-19.1%,-8.9%,19.0%,-3.7%,-5.8,?,-31.6%[inhibitor]
CCOC(=O)C1CCN(C(=O)CN(c2cccc(C(F)(F)F)c2)S(C)(=O)=O)CC1,8.3,0.0%,5.6%,-3.0%,-6.2%,3.1%,7.3%,-0.1%,-1.5,5.1%,0.3%
Cc1ccc(CNC(=O)C2(C(F)(F)F)C/C(=C\Cc3ccccc3)CCCO2)o1 (centres undefined),11.0&15.1,-0.3%,nt,0.4%,2.4%,-3.5%,3.3%,0.6%,0.6&1.5,1.8%&18.8%,6.2%
O=C(COc1cccnc1[N+](=O)[O-])Nc1ccc(N2CCOCC2)cc1,-26.9,-0.2%,-1.2%,-1.2%,6.3%,5.5%,1.2%,1.1%,0.2,5.3%,34.2%
COc1ccc(CC(=O)Nc2ccc(N3CCCC3)c(C)c2)cc1,-2.5,0.2%,-1.7%,-0.6%,11.2%,1.0%,-6.9%,1.3%,-1.3,-0.8%,-46.4%[inhibitor]
O=C(COc1cc(Cl)ccc1Cl)N1CCNC1=O,2.7,0.1%,nt,0.7%,nt,0.0%,-9.0%,-5.7%,nt,nt,10.7%
Cc1c(C(=O)NCCS(=O)(=O)N2CCN(c3ccccc3F)CC2)cccc1[N+](=O)[O-],9.5,0.4%,14.1%,-1.7%,-0.8%,-0.1%,-11.0%,-4.8%,-0.2,0.2%,-39.9%
CCOC(=O)CNC(=O)c1cc(C)oc1C,nt,-0.2%,0.3%,nt,14.0%,nt,4.1%,-2.4%,1.3,-4.6%,nt
O=C(c1ccc(F)cc1)N1CCC2(CC1)NCCc1[nH]cnc12,-9.1,-0.4%,-2.9%,-4.9%,nt,7.0%,-1.3%,9.0%,nt,nt,11.3%
C#CCNc1c2c(nc3ncnn13)CC(C)CC2 (centres undefined),2.3,-0.4%,-3.1%,-8.0%,21.0%,3.4%,-5.2%,4.4%,0.5,nt,-1.5%
O=C(Nc1ccc(N2CCOCC2)cc1N1CCOCC1)c1cccc([N+](=O)[O-])c1,-1.1,0.6%,-1.9%,-1.1%,7.3%,-1.2%,7.3%,0.4%,-3.5,-19.8%,0.0%
O=C(N[C@@H](Cc1c[nH]c2ccccc12)C(=O)O)C1CCN(S(=O)(=O)c2ccc(Cl)cc2)CC1,-10.8,0.4%,-0.4%,0.6%,nt,6.7%,-11.1%,1.3%,16.1,18.0%,2.6%
COc1ccc(NC(=O)C(CC(C)C)NC(=O)C2CCC(C)CC2)c(OC)c1 (centres undefined),9.8,-0.5%,-1.2%,-6.1%,-2.1%,5.4%,?,-2.2%,-5.8,-8.6%,?
O=C(NC(=S)NC1C2CC3CC(C2)CC1C3)c1ccccc1 (centres undefined),-14.6,0.0%,-5.1%,-0.8%,-8.4%,-1.9%,2.1%,0.4%,nt,nt,-54.5%[inhibitor]
CCOc1ccc2[nH]c3c(NCCN(C)C)ncnc3c2c1,nt,0.2%,nt,nt,nt,nt,?,18.0%,0.2,2.0%,nt
O=C(NCC1OCCc2ccccc21)c1ccc(NC(=O)c2ccccc2Cl)cc1 (centres undefined),-2.2,-1.9%,-2.5%,-3.5%,-5.1%,0.2%,?,12.7%,3.4,1.3%,12.7%
O=C(c1ccccc1F)N(Cc1cccs1)C1CCS(=O)(=O)C1 (centres undefined),6.7,-0.2%,5.7%,-2.0%,-4.3%,-2.0%,?,2.1%,5.2,-9.6%,0.0%
Cc1ccc(N(CC(=O)NC(C)(C)C)C(=O)CNC(=O)c2cccs2)cc1C,-4.5,-0.6%,-0.4%,0.8%,2.0%,-3.3%,0.6%,-3.9%,-3.5,-15.4%,-4.0%
O=C(NCc1ccccn1)c1c(-c2ccccc2)sc2ccccc12,-1.3,-0.3%,nt,-3.0%,nt,5.7%,1.5%,0.2%,nt,nt,4.5%
CCOC(=O)c1cc(C)sc1/N=C/C1C(=O)CC(C)(C)CC1=O,29.4,-0.4%,3.8%,-12.0%,10.4%,-4.7%,0.7%,2.2%,0.6,5.3%,28.2%
CN1CCN(c2nc3ccccn3c(=O)c2C=C(C#N)C#N)CC1,3.7,0.5%,0.0%,-7.3%,nt,30.1%,-12.3%,0.1%,2.3,-2.0%,-11.5%
COc1cc(NC(=O)COc2cccc(OC)c2)cc(OC)c1,-14.2,-0.2%,2.7%,-4.4%,12.0%,-0.4%,?,-1.5%,-1.2,4.3%,5.5%
Cc1[nH]n(-c2ccc([N+](=O)[O-])cc2)c(=O)c1C=NCCN1CCN(C(=O)c2ccccc2F)CC1,-14.2,0.3%,0.9%,-8.0%,-23.3%,-8.7%,-6.2%,-3.6%,4.0,51.2%[activator],-39.6%
Cc1occc1C(=O)NCc1ccccn1,-4.7,-0.1%,2.3%,-5.3%,4.9%,7.3%,2.5%,-10.2%,1.2,-1.3%,9.6%

# These rows are one share of the data; rates above refer to the full screens.
